Rtt109 Vps75 – inhibitors of Candida albicans Rtt109/Vps75 histone acetyltransferase | hit rate 0.16% among 330,000 | inhibition, % at 34.9 µM | purified Rtt109/Vps75, ThioGlo CoA-SH fluorescence, 4 h;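 active = inhibition of at least 50% in every replicate; inconclusive = best replicate reaches 50% inhibition but some replicates fall short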
dFosB activator – activators of mouse delta FosB homodimer. activation, % at 25 µM. P13346. purified delta FosB, TAMRA-CDK5 oligo fluorescence polarization; percent of positive-control signal above neutral wells. hit rate 0.99% among 340,000;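 active = mean activation above about 17%, with every replicate also reaching it, limit read from the data, passing the limit was not always enough; inconclusive = only one of the two conditions met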;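 also: fluorescence polarization rise as delta FosB binds a TAMRA Cdk5 AP-1 oligo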
Target sequence (P13346 whole entry, looked up): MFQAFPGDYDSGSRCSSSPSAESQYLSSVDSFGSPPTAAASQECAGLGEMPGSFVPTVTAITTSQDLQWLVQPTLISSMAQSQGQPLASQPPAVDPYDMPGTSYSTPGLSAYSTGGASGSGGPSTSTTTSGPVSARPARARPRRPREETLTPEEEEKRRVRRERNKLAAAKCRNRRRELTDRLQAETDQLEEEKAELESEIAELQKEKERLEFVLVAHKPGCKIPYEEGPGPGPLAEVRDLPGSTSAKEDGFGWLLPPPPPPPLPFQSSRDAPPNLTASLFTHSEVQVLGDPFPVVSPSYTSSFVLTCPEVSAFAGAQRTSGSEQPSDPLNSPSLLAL
cardiac RTF act – cardiac RTF calcium sensitization. P19429+P45379. IANBD-labeled TnC RTF fluorescence at EC20 calcium; 0% EC20 calcium, 100% full calcium. activation, % at 7.2 µM. hit rate 0.24% among 340,000. AID 493008;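 active = activation above the mean over all tested compounds plus 3 SD, cut at about 30% in these data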;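 also: rise in fluorescence read as greater calcium sensitivity of cardiac thin filaments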
SR-BI uptake up – SR-BI HDL lipid transfer activation. hit rate 0.096% among 320,000. CHO ldlA[mSR-BI] cells, DiI-HDL uptake fluorescence, 3 h; 100 = double the neutral-control signal. activation, % at 12.5 µM. AID 504775;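 active = mean replicate activation of at least 60% and every replicate at or above 60%; inconclusive = mean or all-replicate condition met, but not both; inactive = mean below 60% and not all replicates reaching 60%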;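 also: 0% = median plate neutral-control signal and 100% = twice that signal; values of inactives mirror those of a sister screen read the other way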
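system = CHO ldlA[mSR-BI] cells, LDL receptor-null, SR-BI overexpressing | medium = Ham's F12 with 0.5% BSA, HEPES 25 mM, pH 7.4 | probe or stimulus = DiI-HDL 10 µg/mL | compound dosing = single-point compound dose | incubation = compound exposure 3 h, 37 °C | technique = DiI fluorescence, bottom read | read-out = cell-associated DiI fluorescence as measure of HDL uptake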
MITF TRPM1 HTS – increases MITF-driven TRPM1 promoter luciferase signal; SK-MEL-5 TRPM1-promoter luciferase, 24 h; % of positive control, neutral wells = 0; activation, % at 12.5 µM; hit rate 0.75% among 300,000; AID 588334;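 active = mean activation of at least 80% with every replicate also reaching 80%; inconclusive = mean reaches 80% but some replicate falls short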;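 also: 0% = neutral control wells and 100% = parthenolide positive control wells; values of inactives mirror those of a sister screen read the other way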
CDK5 inh – blocks human CDK5/p35 kinase activity. inhibition, % at 10 µM. Recombinant CDK5/p35, ADP-Glo luminescence, 60 min. Q00535+Q15078. hit rate 0.01% among 330,000;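 active = highest replicate inhibition of at least 50% and at least 75% of replicates reaching 50%; inconclusive = only one of the two criteria met; inactive = both criteria failed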;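 also: plate controls were DMSO neutral control for no effect and GW8510 at 10 µM for full effect; many of its hits are not listed in these tables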
PvdQ acylase – P. aeruginosa PvdQ acylase inhibition | purified PvdQ acylase, fluorescence plate reader | inhibition, % at 10 µM | hit rate 0.063% among 340,000; in the data active = inhibition above about 30%, passing the limit was not always enough; inconclusive = no clear call, values can overlap the other calls;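 also: 0% = vehicle neutral wells and 100% = reference inhibitor wells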
SR-BI HDL uptake – blocks mouse SR-BI lipid uptake from DiI-HDL; Q61009; ldlA[mSR-BI] CHO cells, DiI-HDL uptake fluorescence, 3 h; inhibition, % at 12.5 µM; hit rate 0.96% among 320,000; AID 488896;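 active = mean replicate inhibition of at least 70% and a set share of replicates each scoring 70 or more; inconclusive = meets just one of the two criteria; inactive = fails both criteria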;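 also: 0% = median of neutral control wells and 100% = median of positive control wells; values of inactives mirror those of a sister screen read the other way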
HTR5A ag ctr – counter-screen for OPRM1-OPRD1 agonists: human HTR5A agonism; P47898; HTR5A agonist assay, luminescence, cell-based; hit rate 0.61% among 340,000; activation, % at 9.3 µM; in the data active = activation mostly above about 9.5%, no sharp cut-off; inactive = mostly below about 7.6%;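 also: 0% = cells with vehicle only and 100% = reference agonist; strong numbers were not always called active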
Target sequence (P47898 whole entry, looked up): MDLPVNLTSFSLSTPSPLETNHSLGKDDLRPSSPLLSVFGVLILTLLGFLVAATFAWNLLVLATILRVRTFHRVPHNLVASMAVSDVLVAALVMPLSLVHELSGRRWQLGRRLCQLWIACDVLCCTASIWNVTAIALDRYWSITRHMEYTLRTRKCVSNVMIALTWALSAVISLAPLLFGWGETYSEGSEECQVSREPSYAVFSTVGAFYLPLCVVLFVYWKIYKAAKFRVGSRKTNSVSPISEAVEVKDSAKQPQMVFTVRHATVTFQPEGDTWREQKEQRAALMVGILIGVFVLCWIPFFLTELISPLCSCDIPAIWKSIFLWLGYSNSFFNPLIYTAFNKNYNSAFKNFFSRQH
Wnt bcat act – activates Wnt/beta-catenin signaling in a reporter cell assay; activator, plate reader; activation, % at 9.35 µM; hit rate 1.2% among 300,000; in the data active = activation above about 30%, passing the limit was not always enough; inconclusive = no clear call, values can overlap the other calls;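 also: 0% = neutral control wells and 100% = positive control wells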
Numbers without * were called inactive; ? = inconclusive; . = no result given.

SMILES	Rtt109 Vps75	dFosB activator	cardiac RTF act	SR-BI uptake up	MITF TRPM1 HTS	CDK5 inh	PvdQ acylase	SR-BI HDL uptake	HTR5A ag ctr	Wnt bcat act
COc1ccc(C2=NS(=O)(=O)N(C)C(C(=O)N3CCc4ccccc4C3)=C2)cc1OC	17	2	-2	-1	-27	0.9	-9	1	-3	2
COc1ccc(NC(=O)CSc2nc3sc(C)cc3c(=O)n2C)c(OC)c1	3	-4	-9	-6	-18	2.7	-16	6	1	-3
COc1ccc(N=C2S/C(=C\c3cc(C)n(C)c3C)C(=O)N2CC(C)C)cc1	-1	-10	2	-27	-1	-1.3	-9	27	3	.
O=C(O)C1Sc2[nH]c(=O)sc2C2c3cc(Cl)ccc3OC(=O)C12 (stereo not given)	7	5	-3	18	-6	1.6	-3	-18	-5	.
O=S(=O)(Nc1ncn[nH]1)c1ccc2ccccc2c1	-12	-1	4	-2	-13	-1.7	-8	2	-4	.
OCC[C@H]1C[C@H](O)[C@@H](O)[C@@]2(Cc3ccccc3O2)O1	3	0	1	38	-1	-1.1	-9	-38	-1	-2
Cc1cc2ccccn2c1C(=O)Nc1ccc(Cl)cc1	4	0	3	-42	21	0.7	-8	42	4	7
COc1ccc(C(=O)OCC(=O)Nc2cccc(S(=O)(=O)N3CCCCCC3)c2)cc1[N+](=O)[O-]	4	2	0	-32	7	-3.0	-6	32	6	-5
COc1ccc([C@@H]2CC=C(C(=O)O)[C@H](c3ccccc3F)N2S(=O)(=O)c2ccc(C)cc2)cc1OC	1	0	-4	-3	-3	-1.0	-4	3	0	1
CCn1c(SCC(=O)Nc2ncc(C(F)(F)F)cc2Cl)nnc1-c1cccc(C)c1	-3	-12	6	26	3	-1.0	-9	-26	3	.
CC(Cc1cccs1)NC(=O)c1cccc(Cl)c1 (stereo not given)	.	1	-6	0	41	0.2	3	0	3	?
CCOC(=O)c1sc(NC(=O)CSc2nccc(C)n2)c(C#N)c1C	-1	7	0	-10	-3	0.2	-8	10	1	-8
CCN(CC)c1ccc(CNC(=O)C/C(C)=N/NC(=O)COc2ccc(C)cc2Br)cc1	12	-19	-7	-55	10	-0.9	2	55	-1	0
Cc1occc1C(=O)NNC(=S)NCC(C)C	11	11	-3	10	-2	1.6	7	-10	1	-1
COc1ccc(OCCOc2ccc(/C=C3\C(=N)N4N=C(C)SC4=NC3=O)cc2)cc1	-6	-8	0	17	19	-13	-8	-17	-1	4
Nc1ccc(C#Cc2ccc3c(=O)c4ccccc4oc3c2)cc1	1	2	3	-8	111*	4.1	-2	8	4	25
O=C(NNC(=O)C1CCCN(c2ncccn2)C1)c1ccncc1 (stereo not given)	3	0	-9	15	1	-0.1	-11	-15	2	-3
CCCCOC(=O)N1CCOCCOCCN(C(=O)OCCCC)CCOCCOCC1	-3	-5	1	18	-7	-2.0	-12	-18	-1	.
COc1ccccc1/C=C/C(=O)NCc1ccccn1	.	-2	3	-5	-9	1.3	10	5	-3	-3
O=C(NC1CC1)C1CC(=O)N(C2CCCCC2)C1 (stereo not given)	-9	3	3	10	5	2.0	-1	-10	4	1
Cc1ccccc1N=CC=C1OC(C)(C)C(C)(C)O1	-8	-10	2	19	2	-0.2	3	-19	0	-2
Cc1cc(=O)oc2cc(O[C@@H]3O[C@H](CO)[C@@H](O)[C@H](O)[C@H]3O)ccc12	1	-2	-5	.	-3	0.5	-14	.	-4	2
Cc1ccc(S(=O)(=O)/N=C(\N)Nc2nc(C)c3cc(C)c(C)cc3n2)cc1	-3	?	-4	6	14	-4.3	-10	-6	2	.
Cc1cnc(NC(=O)CCNC(=O)c2ccccc2Cl)s1	-3	-2	-5	-21	1	-0.3	-9	21	0	46*
CCOC(=O)C1(CC2CCCCO2)CCN(C(=O)Nc2ccccc2SC)CC1 (stereo not given)	10	0	4	-27	8	-0.5	2	27	0	-2
OCC1(O)OC[C@@H](O)[C@H]1O (stereo not given in full)	-13	-1	5	1	10	-2.1	-11	-1	6	2
CC1CN(C(=O)Nc2ccc(F)cc2)C2(CCCCCC2)O1 (stereo not given)	-2	-4	5	2	3	-4.1	-8	-2	-8	-5
CCCCOC(=O)CSc1nc2c(cc1C#N)C(=O)CC(C)(C)C2	7	0	2	-11	62	-1.8	-10	11	2	21
COc1ccccc1CCN=C(N)NS(=O)(=O)c1ccc(C)c(C)c1	11	-6	2	3	-8	-0.1	-7	-3	2	-3
O=C(Nc1ccc(C(=O)N2CCCC2)cc1)c1ccccc1[N+](=O)[O-]	17	-6	-4	6	2	0.2	6	-6	18*	0
Cn1cccc1Cc1nnc(SCC(=O)Nc2ccc3c(c2)OCO3)n1-c1ccc(F)cc1	-3	-4	-8	-15	-10	1.6	-5	15	-1	-1
Cc1cccc(C(=O)Nc2c(C(=O)N3CCN(C)CC3)cnn2-c2ccccc2)c1	-5	-1	3	-4	8	0.3	-9	4	0	-4
O=C(/C=C/c1ccccc1)NCCSCc1ccccc1Cl	-3	-13	4	-4	3	-0.9	-24	4	-3	.
CC(Sc1nc2ncc(Cl)cc2[nH]1)C(=O)c1c(N)n(C)c(=O)n(C)c1=O (stereo not given)	-6	-2	2	19	7	-0.3	-5	-19	7	-2
Cc1cc(-c2cccs2)c2c(N)c(C(=O)c3ccc4c(c3)OCO4)sc2n1	-4	-1	10	-8	6	2.6	-12	8	0	-7
CONC(=O)C1CCN(C(=O)OCc2ccccc2)CC1	-1	-4	-2	-22	0	0.6	-8	22	-7	-5
COc1cc(/C=N/NC(=O)COc2ccc(C)cc2)ccc1OC(=O)c1cccs1	-6	-14	5	-36	8	-0.4	-6	36	-5	1
O=S(=O)(Nc1ccon1)c1ccc(F)c(F)c1	-1	-4	3	-2	6	0.1	-10	2	2	0
CC(=O)C(CC(=O)N1CCCc2ccccc21)C(=O)Nc1ccc(F)cc1 (stereo not given)	2	-5	2	-21	-4	-1.6	-6	21	5	-2
Cn1cc(S(=O)(=O)N2CCCC2)cc1C(=O)NCc1ccc(F)cc1	16	-3	7	-2	.	0.0	6	2	4	5
CCOC(=O)c1cc2sc(C)cc2n1CC(=O)N1CCc2ccccc21	5	-1	-2	-35	-7	0.3	-4	34	1	.
C[C@H](CO)N1C[C@H](C)[C@@H](CN(C)C(=O)NC2CCCCC2)Oc2ccc(NS(C)(=O)=O)cc2C1=O	5	3	0	11	11	-0.7	1	-11	1	-2
CN(C(=O)COC(=O)c1ccc(S(=O)(=O)N2CCOCC2)cc1)c1ccccc1	1	7	3	70*	21	-0.3	-10	-70	3	-2
O=c1cc(-c2ccccc2)nc(SCc2ccc(F)cc2)[nH]1	-5	8	-1	-7	1	-0.9	-5	7	-2	.
COc1ccc(CN2CCNC(=O)C2CC(=O)NCCSc2nccn2C)c(OC)c1 (stereo not given)	-12	-2	1	0	-4	1.1	-5	0	-2	-1
CCOC(=O)/C(=N\Nc1ncnc2ccccc12)c1ccc(OC)cc1	-2	-15	6	-19	8	-1.2	-3	19	-6	16
CCc1nnc(NS(=O)(=O)c2ccc(NC(=S)NC(=O)/C=C/c3ccc(C(C)C)cc3)cc2)s1	.	-7	-6	-7	6	0.0	7	7	-3	.
Cc1ccc(C(NC(=O)c2ccccc2S(C)(=O)=O)c2ccccc2)cc1 (stereo not given)	-12	-5	-4	.	7	-0.8	-2	.	0	-3
N#C/C(=C\c1ccccc1)C(=O)Nc1nncs1	1	-6	3	.	0	1.1	-10	.	-2	-2
Oc1ccc(-c2nnc(SCc3ccccc3)o2)cc1	-4	-4	-3	5	114*	2.5	-10	-5	-1	17
O=C(CCNC(=O)c1ccc(Br)cc1)NCC(c1ccco1)N1CCCCC1 (stereo not given)	2	-8	-5	7	-7	-0.6	-6	-7	2	4
O=C1CC(c2cccc(Br)c2)c2cc3c(cc2N1)CCC3 (stereo not given)	-4	-7	-20	15	-38	0.0	3	-15	-2	.
COc1ccc(NS(=O)(=O)c2cccc(C(=O)OCC(=O)N3CCN(c4ccc(OC)cc4)CC3)c2)cc1	12	1	-6	-56	-22	1.3	-19	56	2	-9
O=c1cc(NCc2ccccc2)[nH]c(=O)[nH]1	-1	0	-1	21	-5	1.0	-18	-21	1	-2
CCOc1ccc(NC(=S)NN(C)C(=S)Nc2ccc(OCC)cc2)cc1	-3	3	3	-21	1	-1.4	2	21	0	.

Of the compounds above, these have a Cl atom:
SMILES	Rtt109 Vps75	dFosB activator	cardiac RTF act	SR-BI uptake up	MITF TRPM1 HTS	CDK5 inh	PvdQ acylase	SR-BI HDL uptake	HTR5A ag ctr	Wnt bcat act
O=C(O)C1Sc2[nH]c(=O)sc2C2c3cc(Cl)ccc3OC(=O)C12 (stereo not given)	7	5	-3	18	-6	1.6	-3	-18	-5	.
Cc1cc2ccccn2c1C(=O)Nc1ccc(Cl)cc1	4	0	3	-42	21	0.7	-8	42	4	7
CCn1c(SCC(=O)Nc2ncc(C(F)(F)F)cc2Cl)nnc1-c1cccc(C)c1	-3	-12	6	26	3	-1.0	-9	-26	3	.
CC(Cc1cccs1)NC(=O)c1cccc(Cl)c1 (stereo not given)	.	1	-6	0	41	0.2	3	0	3	?
Cc1cnc(NC(=O)CCNC(=O)c2ccccc2Cl)s1	-3	-2	-5	-21	1	-0.3	-9	21	0	46*
O=C(/C=C/c1ccccc1)NCCSCc1ccccc1Cl	-3	-13	4	-4	3	-0.9	-24	4	-3	.
CC(Sc1nc2ncc(Cl)cc2[nH]1)C(=O)c1c(N)n(C)c(=O)n(C)c1=O (stereo not given)	-6	-2	2	19	7	-0.3	-5	-19	7	-2
